Compound activity: PubChem, Sanford-Burnham Center for Chemical Genomics
SENP1 inh – human SENP1 catalytic domain inhibitors, primary screen, biochemical, FRET, uHTS; Sentrin-specific protease 1 (Homo sapiens), Q9P0U3; recombinant SENP1 catalytic domain, CyPet-SUMO1-YPet FRET cleavage; inhibition, % at 10 µM; 360,000 compounds, 0.21% hits; AID 624204, 2012;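 active means inhibition at least 30% at 10 µM, raw YFP signal under a set limit, fluorescence ratio 0.5 to 1.5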;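 further: 0% = enzyme with DMSO and 100% = no enzyme wells; some results filed as inactive read as strong as hits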
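Assay system: hSENP1 catalytic domain, recombinant. Amount: SENP1 enzyme, 20 pM final. Schedule: 50 min reaction, RT, dark. Technique: FRET, CFP and YFP emission. Control set: no-enzyme wells low, DMSO-plus-enzyme wells high control.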
SENP6 block – SENP6 protease inhibitors, primary screen, biochemical, luminescence, uHTS | 330,000 compounds, 1.8% hits | inhibition, % at 10 µM | Recombinant SENP6 catalytic domain, aminoluciferin luminescence;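 active means inhibition above about 50% at the single tested dose, limit read from the data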;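 further: plate controls were DMSO wells with enzyme for no effect and DMSO wells lacking enzyme for full effect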
NLRP3 yeast inh – NALP3 inflammasome inhibitors in reconstituted yeast, primary screen, luminescence, uHTS; inhibition, % at 10 µM; Yeast reconstituted NLRP3/ASC/caspase-1, beta-gal luminescence, 24 h; AID 2825, 2010; 330,000 compounds, 0.39% hits;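 active means inhibition of 50% or more; inactive means inhibition below 50%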;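 further: plate controls were induced DMSO wells for no effect and uninduced yeast grown without galactose for full effect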
HKDC1 inhibitor – HKDC1 hexokinase inhibitors, primary screen, biochemical, fluorescence, uHTS; inhibition, % at 20 µM; recombinant HKDC1, G6PDH/diaphorase resazurin coupled fluorescence; Q2TB90; 340,000 compounds, 0.16% hits;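 active means inhibition above about 35% when tested at 20 µM, limit read from the data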;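 further: plate controls were DMSO wells with enzyme for no effect and DMSO wells lacking enzyme for full effect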
Target sequence (Q2TB90 whole entry, looked up): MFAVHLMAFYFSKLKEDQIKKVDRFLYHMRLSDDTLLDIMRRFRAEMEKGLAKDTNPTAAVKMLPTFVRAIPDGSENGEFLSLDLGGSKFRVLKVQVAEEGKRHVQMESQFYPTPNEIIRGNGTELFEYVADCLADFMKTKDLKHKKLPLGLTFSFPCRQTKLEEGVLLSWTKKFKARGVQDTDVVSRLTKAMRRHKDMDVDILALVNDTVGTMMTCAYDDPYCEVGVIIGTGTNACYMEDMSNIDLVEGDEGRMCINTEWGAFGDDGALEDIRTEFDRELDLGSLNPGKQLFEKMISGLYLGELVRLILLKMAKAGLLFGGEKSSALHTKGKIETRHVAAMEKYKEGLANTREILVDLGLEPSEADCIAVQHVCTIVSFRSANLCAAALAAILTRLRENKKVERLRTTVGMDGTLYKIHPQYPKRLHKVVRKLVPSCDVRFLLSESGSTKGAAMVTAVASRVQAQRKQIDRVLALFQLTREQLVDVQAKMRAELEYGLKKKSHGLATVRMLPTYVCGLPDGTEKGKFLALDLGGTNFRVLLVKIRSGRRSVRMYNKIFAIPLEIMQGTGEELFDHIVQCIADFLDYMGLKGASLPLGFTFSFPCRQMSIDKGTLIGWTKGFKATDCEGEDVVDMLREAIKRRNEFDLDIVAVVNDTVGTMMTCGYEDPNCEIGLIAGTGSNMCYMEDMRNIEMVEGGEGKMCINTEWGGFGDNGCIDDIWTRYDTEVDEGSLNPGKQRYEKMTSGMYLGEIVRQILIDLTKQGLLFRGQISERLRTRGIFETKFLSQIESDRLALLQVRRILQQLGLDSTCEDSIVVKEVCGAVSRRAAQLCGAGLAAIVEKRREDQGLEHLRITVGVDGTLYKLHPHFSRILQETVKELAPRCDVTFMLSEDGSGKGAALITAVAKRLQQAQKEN
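Assay system: in-house recombinant HK5 (HKDC1) enzyme. Input: HKDC1 at 5 µg/mL. Medium: Tris pH 8.0 buffer with MgCl2, Tween-20, BSA, BME. Dosing: single 20 µM dose. Schedule: 90 min reaction incubation at room temperature, dark. Signal: resazurin-to-resorufin fluorescence via G6PDH and diaphorase coupling, 525/613 nm. Controls: DMSO-enzyme wells negative, buffer-substituted wells positive.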
SENP8 block-1 – SENP8 protease inhibitors, primary screen, biochemical, luminescence | Sentrin-specific protease 8 (Homo sapiens), Q96LD8 | purified SENP8, Z-RLRGG-aminoluciferin cleavage | inhibition, % at 10 µM | 330,000 compounds, 1.2% hits | AID 2540, 2010; in the data active means inhibition above about 50%
SENP8 block-2 – human SENP8 protease inhibitors, primary screen, biochemical, fluorescence, Nedd8 protein substrate, uHTS; Sentrin-specific protease 8 (Homo sapiens), Q96LD8; inhibition, % at 20 µM; 360,000 compounds, 0.64% hits; recombinant SENP8; AID 602440, 2012; in the data active means inhibition mostly above about 40%, no sharp cut-off; inactive means mostly below about 27%
Apaf1 inhib – inhibitors of human Apaf-1 apoptosome, primary screen, biochemical, DEVD-Rh110 fluorescence, uHTS; AID 489030, 2010; Apoptotic protease-activating factor 1 (Homo sapiens), O14727; reconstituted apoptosome caspase-3 activity; inhibition, % at 20 µM; 330,000 compounds, 0.71% hits; active means inhibition of at least 40% at 20 µM;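 further: plate controls were DMSO wells for no effect and DEVD-CHO caspase inhibitor wells for full effect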
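Material: reconstituted apoptosome with Apaf-1, cytochrome c, caspase-9, procaspase-3, dATP; medium: pH 7.5 Hepes buffer with CHAPS, BSA, DTT; also added: cytochrome c and DEVD-Rh110 substrate; timing: 30 min plus 50 min, RT; signal: Rh110 fluorescence intensity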
PfGluPho inh – PfG6PD enzyme inhibitors, primary screen, biochemical, fluorescence intensity, uHTS; glucose-6-phosphate dehydrogenase-6-phosphogluconolactonase (Plasmodium falciparum 3D7); 350,000 compounds, 0.78% hits; inhibition, % at 20 µM; PfGluPho enzyme, NADPH resazurin-diaphorase fluorescence;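 active means inhibition reaching at least a set limit at 20 µM in the primary screen, cut at about 59% in these data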;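 further: 0% = DMSO wells with substrate and 100% = DMSO wells lacking glucose-6-phosphate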
SENP7 block – SENP7 protease inhibitors, primary screen, biochemical, luminescence, uHTS | Sentrin-specific protease 7 (Homo sapiens), Q9BQF6 | recombinant SENP7, Z-RLRGG-aminoluciferin luminescence, 40 min | inhibition, % at 5 µM | 330,000 compounds, 1.5% hits;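 active means inhibition above about 50% at the single test dose, limit read from the data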;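 further: plate controls were DMSO with enzyme for no effect and no enzyme buffer wells for full effect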
The depositor's hits bear a star; x = not tested or not shown; & = joins results of further samples.

1	CN(C)CCCNc1ccc(-c2n[nH]c(=O)c3ccccc23)cc1[N+](=O)[O-]
2	CCCCCCN(C(=O)CCCCCN1C(=O)NC(c2ccc(-c3ccccc3)cc2)C(C(=O)OCc2ccccc2)=C1C)C(C(=O)NCCCC)c1ccc(-c2ccccc2)cc1 (stereo not given)
3	COC(CNC(=O)C(=O)NCC1OCCN1C(=O)c1ccc(Cl)cc1)OC (stereo not given)
4	CCOC(=O)CSc1nnc(-c2ccc(OC)cc2OC)o1
5	O=C1CC2(CCN(C(=O)c3ccccc3Br)CC2)Oc2ccccc21
6	COc1ccc(CCn2c(-c3ccco3)nc3ccccc3c2=O)cc1OC
7	Cc1cnc(C(=O)OCC(=O)c2cc(C)n(C)c2C)cn1
8	CN(C)S(=O)(=O)c1cccc(C(=O)OCC(=O)Nc2sccc2C#N)c1
Compound	1	2	3	4	5	6	7	8
SENP1 inh	0	x	3	3	1	3	1	4
SENP6 block	14	3	15	-38	9	-13	-14	15
NLRP3 yeast inh	15	11	2	23	15	16	-1	11
HKDC1 inhibitor	3	x	-5	-7	-3	3	-6	1
SENP8 block-1	-7	2	8	-20	0	2	-6	-3
SENP8 block-2	0	x	16	26	-35	14	-1	16
Apaf1 inhib	0	7	1	-27	2	-3	-2	-4
PfGluPho inh	14	x	-4	5	-10	7	-13	0
SENP7 block	-3	1	5	-11	-1	11	2	1

9	CCc1ccc(C2=CC(c3cc(Br)ccc3F)n3ncnc3N2)cc1 (stereo not given)
10	CCCCC1(CC(=O)OC)C(=O)N(c2ccccc2)N(c2ccccc2)C1=O
11	COc1ccc(C)cc1NC(=S)Nc1ccccc1SC
12	NS(=O)(=O)c1cccc(NC(=O)CSc2ncnc3ccccc23)c1
13	Cc1cc(Cl)c(S(=O)(=O)N2CCN(c3ccccn3)CC2)cc1OCC(N)=O
14	Cc1ccccc1OCC(=O)N(Cc1cccs1)C1CCS(=O)(=O)C1 (stereo not given)
15	Cc1ccc(C(=O)NCC(=O)OCC(=O)NC2CCCC(C)C2C)s1 (stereo not given)
16	COc1ccc(/C=N/N2CCN(C)CC2)cc1O
Compound	9	10	11	12	13	14	15	16
SENP1 inh	-32	3	3	-6	3	2	-11	2
SENP6 block	-9	-2	-24	-8	-1	14	-10	2
NLRP3 yeast inh	-16	1	17	-4	12	1	15	-39
HKDC1 inhibitor	3	2	-14	-4	-3	-7	0	8
SENP8 block-1	-7	1	-12	-3	-6	6	6	1
SENP8 block-2	-297	17	-4	-4	15	10	10	12
Apaf1 inhib	19	-4	0	-12	-8	15	6	-9
PfGluPho inh	3	-5	8	-11	-4	-9	3	31
SENP7 block	-5	-5	-7	-9	-3	4	2	2

17	CC(OC(=O)Cn1cnc2ccccc2c1=O)C(=O)N(C)c1ccccc1 (stereo not given)
18	Nc1ccc(Cc2ccc([N+](=O)[O-])cc2)cc1
19	O=C(N/N=C/C=C/c1ccco1)c1ccccc1Cl
20	O=[N+]([O-])c1cccc(/C=N/NC2=NCCCCC2)c1
21	Cc1cccc(CCNC(=O)C2CCN(S(=O)(=O)c3cccc4nsnc34)CC2)c1
22	Cc1ccc(O)c(NC(=O)c2cccc(S(=O)(=O)N3CCCCC3)c2)c1
23	CCCn1c(O)c(N=NC(=O)c2ccco2)c2ccccc21
24	CCCCC1CCC(c2nc(-c3cccnc3)no2)CC1 (stereo not given)
Compound	17	18	19	20	21	22	23	24
SENP1 inh	-2	4	-4	1	0	9	2	0
SENP6 block	-13	x	-3	5	-43	15	-4	-12
NLRP3 yeast inh	9	x	4	20	9	-20	10	3
HKDC1 inhibitor	-2	-1	-3	-1	10	0	-4	-1
SENP8 block-1	-3	x	-6	0	-1	-7	-5	-4
SENP8 block-2	-20	8	4	18	10	19	27	10
Apaf1 inhib	2	x	3	-3	-6	6	7	22
PfGluPho inh	5	2	15	-1	-20	-3	7	10
SENP7 block	10	x	0	-7	-4	2	-5	6

25	O=C(c1cc(-c2cccs2)nc2ccccc12)N1CCN(S(=O)(=O)c2cccc(F)c2)CC1
26	CC(C)N1CC(C(=O)Nc2cc(Cl)cc(Cl)c2)CC1=O (stereo not given)
27	Cc1cccc(N2CCC(NCc3c(C(=O)N4CCCCC4)nc4c(C)cccn34)CC2)c1
28	CCC(=O)NC(=S)NNC(=O)c1ccc(O)cc1
29	COc1ccc(N(CC(=O)Nc2cccnc2)S(C)(=O)=O)cc1
30	Cc1ccc2c(c1)COc1c3ccc(C(=O)NCCO)cc3nn1-2
31	COc1ccc(NC(=O)COC(=O)COc2cccc3c2OC(C)(C)C3)cc1
32	Cc1cc(C)cc(OCC(=O)Nc2nc3ccc([N+](=O)[O-])cc3s2)c1
Compound	25	26	27	28	29	30	31	32
SENP1 inh	0	-1	-1	0	0	-4	1	-42
SENP6 block	-1	-5	11	-3	-7	6	1	-31
NLRP3 yeast inh	8	4	5	24	-9	20	11	23
HKDC1 inhibitor	-3	1	-1	8	-7	-3	-3	2
SENP8 block-1	1	-11	3	3	5	0	-3	-13
SENP8 block-2	-412	6	2	6	8	-334	9	7
Apaf1 inhib	18	2	14	2	-13	3	9	0
PfGluPho inh	-9	-16	-4	0	8	10	1	-15
SENP7 block	3	-11	5	5	6	3	1	-4

33	COc1ccc(C(=O)N/C(=C\c2ccc(OC)c(OC)c2)C(=O)N2CCCCC2)cc1
34	Clc1cccc(N/N=C(\Cc2nc3ccccc3[nH]2)c2ccccc2)c1
35	Brc1cnc(N2CCCC2)nc1N1CCOCC1
36	Cc1ccc2c(=O)n3c(nc2c1)C(CC(C)C)NC(=O)c1ccc(Cl)cc1-3 (stereo not given)
37	O=C(CCNS(=O)(=O)c1ccc(Br)s1)NCc1ccc2c(c1)OCO2
38	CCSc1nnc2ccc(-c3ccc(OC)c(OC)c3)nn12
39	O=C(NCc1ccccc1)c1ccc2c(=O)n(CC3CCCO3)c(=S)[nH]c2c1 (stereo not given)
40	COc1ccc(CC(=O)N2N=C(C)CC2(O)C(F)(F)F)cc1 (stereo not given)
Compound	33	34	35	36	37	38	39	40
SENP1 inh	-16	-13	2	x	1	-2	-1	1
SENP6 block	-2	-6	3	-13	3	1	-8	-11
NLRP3 yeast inh	18	22	22	6	21	-39	7	2
HKDC1 inhibitor	-6	4	1	x	-6	4	-1	15
SENP8 block-1	7	-1	8	3	-1	6	-2	-7
SENP8 block-2	6	-110	11	x	13	-371	9	11
Apaf1 inhib	1	-1	1	10	3	-5	9	5
PfGluPho inh	0	22	-3	x	1	-2	-17	-16
SENP7 block	-9	0	4	-7	-1	4	16	-2

41	COC(=O)CNC(=O)c1ccccc1C
42	CCOC(=O)C1=C(C)N(c2ccccc2)C(=O)C1
43	CCCC(C(=O)n1nc(C)cc1C)C(NS(=O)(=O)c1ccc(C)cc1)c1ccccc1 (stereo not given)
44	Cc1cc(C(=O)N/N=C/c2ccc(-c3ccc([N+](=O)[O-])cc3Cl)o2)n[nH]1
45	COc1ccc(NC(=O)[C@@H](NC(=O)c2ccccc2F)C(C)C)cc1S(=O)(=O)N1CCOCC1
46	Cn1nnc(NC(=O)c2cccc(F)c2)n1
47	O=S(=O)(/N=C(/Nc1cc(N2CCOCC2)ncn1)c1ccc(F)cc1)c1ccccc1
48	O=C(Nc1cccc(F)c1)c1ccc(CSc2ccccc2)o1
Compound	41	42	43	44	45	46	47	48
SENP1 inh	0	0	-2	-24	0	0	6&2	0
SENP6 block	-19	12	-12	-2	6	51*	-47	36
NLRP3 yeast inh	4	-9	-1	21	4	11	9	3
HKDC1 inhibitor	-5	-11	-1	19	-3	-1	-2&4	-1
SENP8 block-1	-6	-4	-2	6	0	-3	-8	-3
SENP8 block-2	12	17	19	-66	9	5	5&0	21
Apaf1 inhib	-8	-11	20	21	-1	-5	0	-5
PfGluPho inh	0	2	30	8	2	-6	5&-12	11
SENP7 block	-7	5	-4	-3	-3	6	-12	9

49	CC(=O)C1=C(O)C(=O)N(c2nccs2)C1c1ccccc1 (stereo not given)
50	Cc1cccc(N(CC(=O)NCCSCc2ccco2)S(=O)(=O)c2ccccc2)c1
51	O=C(NCCN1CCOCC1)c1cc(Cl)ccc1[N+](=O)[O-]
52	COC(=O)/C(=C/c1c[nH]c2ccccc12)[N+](=O)[O-]
53	CSc1nc(SCC(=O)O)c2c3c(sc2n1)COC(C)(C)C3
54	CCOC(=O)c1nc(NCc2cccc(OC)c2)c2ccccc2n1
Compound	49	50	51	52	53	54
SENP1 inh	-2	-3	x	-3	1	-1
SENP6 block	-19	-8	-21	-13	-1	4
NLRP3 yeast inh	23	9	0	28	11	4
HKDC1 inhibitor	-5	3	x	-11	32	-10
SENP8 block-1	-12	-5	-11	0	3	7
SENP8 block-2	-159	18	x	9	-36	-2
Apaf1 inhib	-10	26	5	-25	-18	5
PfGluPho inh	13	-1	x	12	-28	-4
SENP7 block	13	-5	-9	7	17	6
